NCF1 inh: blocks human p47phox regulatory protein of NADPH oxidases | P14598 | p47phox/p22phox peptide binding, fluorescence polarization, 2 h | inhibition, % at 24.7 µM | hit rate 0.53% among 220,000;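 active = inhibition above about 30%, limit read from the data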;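 also: 0% = p47phox with labelled peptide and 100% = labelled peptide alone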
Runt-SMMHC FRET: blocks binding of human RUNX1 Runt domain to CBFb-SMMHC. Cerulean-Runt/Venus-CBFb-SMMHC FRET ratio 530/480, 1 h. inhibition, % at 20 µM. hit rate 0.74% among 220,000;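 active = mean inhibition across duplicate retests at 20 µM reaching about 50%, limit read from the data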;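 also: 0% = DMSO wells and 100% = wells with excess untagged CBFb-SMMHC; inhibitors lower the FRET ratio by blocking Runt binding to CBFb-SMMHC; some results filed as inactive read as strong as hits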
p97 ATPase inh: human p97 ATPase inhibition; inhibition, % at 8 µM; recombinant p97 ATPase, Kinase-Glo ATP luminescence, 3 h; P55072; hit rate 0.42% among 220,000; AID 1481; in the data active = inhibition above about 15%;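 also: 0% = DMSO vehicle and 100% = wells lacking enzyme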
m-calpain inh: blocks pig calpain II enzyme activity; purified calpain II, fluorogenic peptide substrate, 30 min; inhibition, % at 16 µM; hit rate 0.37% among 220,000;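 active = inhibition above about 50%, limit read from the data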
RBBP9 inh: human RBBP9 hydrolase inhibition. recombinant RBBP9, FP-Rh probe fluorescence polarization. hit rate 0.2% among 220,000. inhibition, % at 7.94 µM. O75884;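 active = inhibition above the campaign mean of all tested compounds plus 3 SD, cut at about 14% in these data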;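 also: plate controls were DMSO wells with RBBP9 for no effect and wells lacking RBBP9 protein for full effect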
Target sequence (O75884 whole entry, looked up): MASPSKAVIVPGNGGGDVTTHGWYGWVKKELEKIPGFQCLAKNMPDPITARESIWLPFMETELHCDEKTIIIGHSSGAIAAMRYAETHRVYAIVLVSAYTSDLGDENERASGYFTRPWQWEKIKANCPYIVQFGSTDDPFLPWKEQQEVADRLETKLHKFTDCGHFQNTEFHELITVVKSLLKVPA
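Test system: recombinant human RBBP9. Quantity: 2.5 µM RBBP9 dispensing solution, before mixing. Detection: FP readout at 525/598 nm. Reagent: Serine-hydrolase probe FP-Rh, 375 nM pre-mixing. Measure: % inhibition. Control set: DMSO-treated enzyme wells and wells lacking RBBP9. Buffer or medium: Tris-NaCl-Pluronic buffer, pH 8.0. Times: preincubation 30 min plus labeling 45 min at 25 °C.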
Runt-CBFb FRET: inhibitors of human RUNX1 Runt domain binding to CBFb | inhibition, % at 20 µM | hit rate 0.46% among 220,000 | Cerulean-Runt/Venus-CBFb FRET ratio 530/480, 1 h | Q01196+Q13951;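 active = inhibition over about 50% at 20 µM in the single-dose screen, limit read from the data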;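 also: 0% = DMSO wells and 100% = excess unlabeled CBFb competitor control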
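test system = Cerulean-tagged RUNX1 Runt domain (FRET donor) fusion protein | reagent = Venus-CBFb binding partner, 100 nM | incubation = protein complex preformed 1 h, compound exposure 1 h, room temperature, dark | detection = FRET fluorescence | read-out basis = loss of energy transfer signal | controls = 5 µM unlabeled CBFb as full-inhibition high control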
Furin inhibitor: inhibitors of human furin. hit rate 0.061% among 220,000. P09958. inhibition, % at 30 µM. AID 463115. purified furin, fluorogenic substrate cleavage; in the data active = inhibition above about 25%; also: inactives centre near -15
Target sequence (P09958 108-714 limits assumed): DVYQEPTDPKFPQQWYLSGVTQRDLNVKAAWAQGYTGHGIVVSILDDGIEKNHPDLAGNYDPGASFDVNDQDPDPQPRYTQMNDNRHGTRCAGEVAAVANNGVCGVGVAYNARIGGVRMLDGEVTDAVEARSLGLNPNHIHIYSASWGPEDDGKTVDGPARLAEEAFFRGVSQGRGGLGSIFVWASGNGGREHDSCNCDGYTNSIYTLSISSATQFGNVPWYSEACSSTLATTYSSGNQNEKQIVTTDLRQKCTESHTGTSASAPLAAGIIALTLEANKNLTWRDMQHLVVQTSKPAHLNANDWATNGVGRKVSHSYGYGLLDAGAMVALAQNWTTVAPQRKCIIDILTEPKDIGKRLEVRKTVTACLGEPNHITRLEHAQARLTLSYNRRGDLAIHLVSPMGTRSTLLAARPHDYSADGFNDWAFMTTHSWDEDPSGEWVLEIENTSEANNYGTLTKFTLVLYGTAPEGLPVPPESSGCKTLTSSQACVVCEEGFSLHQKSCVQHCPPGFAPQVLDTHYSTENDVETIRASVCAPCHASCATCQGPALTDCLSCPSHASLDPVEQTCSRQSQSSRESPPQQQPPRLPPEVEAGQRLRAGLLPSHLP
EBV gp42 inh: inhibitors of Epstein-Barr virus glycoprotein 42 | hit rate 0.42% among 220,000 | Fluorescence polarization binding assay, mP read-out | inhibition, % (tested at 21.74 µM) | Q1HVG2; in the data active = inhibition above about 50%
Target sequence (Q1HVG2 whole entry, looked up): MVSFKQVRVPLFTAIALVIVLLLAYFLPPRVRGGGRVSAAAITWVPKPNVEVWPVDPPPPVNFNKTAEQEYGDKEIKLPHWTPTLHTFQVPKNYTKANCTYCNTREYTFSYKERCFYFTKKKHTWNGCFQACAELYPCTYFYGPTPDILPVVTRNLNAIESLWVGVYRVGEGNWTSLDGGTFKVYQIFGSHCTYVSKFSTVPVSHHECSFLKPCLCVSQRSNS
Tb hexokinase: T. brucei hexokinase 1 inhibition; recombinant TbHK1, G6PDH-coupled NADH A340; inhibition, % at 10 µM; hit rate 0.11% among 220,000;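 active = inhibition of 50% or more in the single-dose primary screen; inactive = inhibition below 50%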
* hit, by the source's call; i = inactive; nt = no result given; [ ] = another dose, or the depositor's remark.

SMILES | NCF1 inh | Runt-SMMHC FRET | p97 ATPase inh | m-calpain inh | RBBP9 inh | Runt-CBFb FRET | Furin inhibitor | EBV gp42 inh | Tb hexokinase
O=C(Cn1c(=O)oc2cccnc21)Nc1ccc(C(F)(F)F)cc1 | -7.4 | 2.7 | 5.7 | -20.5 | -5.7 | -0.9 | -19.0 | -19.9 | -9.2
O=C(CSc1ccc(-c2ccco2)nn1)NCc1ccccc1 | 1.1 | 5.0 | 3.2 | -28.6 | -3.6 | 10.7 | -6.7 | -8.8 | -3.2
CCCC(=O)Nc1ccc(-c2nc3cc(C)ccc3o2)cc1 | -3.6 | -2.2 | 0.3 | -191.1 | -7.5 | -3.7 | -29.5[20 µM] | -10.4 | -12.3
CC(=O)O[C@@H]1C[C@H]2C(C)=C[C@H]3OC(=O)[C@@H](C)[C@H]3C[C@H]2[C@]1(C)O | -5.2 | 5.3 | nt | -18.7 | nt | 1.4 | -35.0 | -2.9 | -8.0
O=C1OC(c2ccc(F)cc2)=C/C1=C\c1ccc([N+](=O)[O-])o1 | -1.7 | -15.5 | 6.3 | -42.0 | 0.9 | 4.5 | -13.6 | -63.7 | -9.3
COc1ccc(-c2noc(-c3ccccc3C(=O)NCc3ccco3)n2)cc1OC | -4.5 | 2.8 | 1.9 | -7.1 | 2.3 | 3.0 | -17.0[20 µM] | -16.6 | 5.7
COc1ccc(OC)c(/C=N/NC(=O)CC2C(=O)NN=C2C)c1 (stereo not given) | 2.9 | -0.2 | 2.6 | i | -4.2 | 1.5 | 9.5[20 µM] | -17.7 | -12.5
CCOC(=O)C1=C(C)N=C2SCCC(=O)N2C1c1sccc1C (stereo not given) | 0.0 | -5.3 | -0.7 | -2.5 | -5.7 | -1.4 | -2.8 | -17.2 | -24.0
CCCn1cc(SCC(=O)Nc2nnc(C)s2)c2ccccc21 | -5.8 | -1.0 | 1.9 | 6.7 | -1.6 | 0.2 | -18.5 | -5.5 | 0.8
COc1ccc(S(=O)(=O)N2CCCC2c2cccs2)cc1 (stereo not given) | -13.6 | -1.1 | 4.8 | 12.3 | -5.2 | -0.8 | -12.4 | -8.3 | -2.8
COc1cccc(C(=O)C2CCCN(C(=O)CCc3scnc3C)C2)c1 (stereo not given) | -7.0 | -5.5 | 1.2 | 0.5 | -4.0 | -1.0 | -38.0 | -8.0 | -8.7
CN1C(=O)S/C(=C/c2ccccc2OCc2ccc(C(=O)O)cc2)C1=O | -8.5 | -3.0 | 0.4 | 8.9 | -0.7 | -0.7 | -11.8 | 6.7 | -8.0
N#CC1=C(N)Oc2c(oc(CO)cc2=O)C1c1cccs1 (stereo not given) | -10.3 | 3.3 | 1.8 | -1.1 | -8.3 | 2.8 | -26.3 | -5.8 | -1.8
O=C(NCCN1CCN(c2ccccc2)CC1)c1cccc(Br)c1 | -9.7 | 0.7 | 0.9 | 3.8 | -8.7 | -0.9 | -16.4 | -13.7 | 2.0
COc1cccc(C(=O)Oc2cc(-c3ccccc3)no2)c1 | -4.7 | -2.3 | 2.7 | 0.1 | 2.8 | -1.4 | -17.6[20 µM] | -32.8 | -2.1
Cc1ccc(NC(=O)c2cc(-c3ccc(C)o3)nc3ccccc23)nc1 | -7.2 | 34.0 | 3.1 | -140.9 | 5.5 | 23.2 | 8.3[20 µM] | 11.0 | -4.4
COC(C[C@H]1O[C@H]1[C@H](O)[C@H](C)OCc1ccccc1)OC | -8.7 | -2.4 | nt | -6.7 | nt | 0.9 | -29.9 | -5.1 | -25.0
CC(C)(C)N1C(=O)c2ccc(C(=O)O)cc2C1=O | -11.9 | 2.7 | 0.8 | 7.0 | -3.5 | 0.7 | -15.4 | -0.9 | 3.9
Cc1ccc(C)c(N2C(=O)c3ccc(C(=O)OCC(=O)c4c(N)n(C)c(=O)n(C)c4=O)cc3C2=O)c1 | -1.7 | -1.1 | 5.5 | -8.2 | -0.7 | -11.5 | -10.8 | -39.2 | 30.9
O=C(COc1ccc(-c2ccccc2)cc1)N1CCN(C(=O)c2cccnc2)CC1 | 0.8 | 0.6 | 0.5 | 20.3 | -8.9 | -2.3 | -24.9 | -6.3 | 0.5
C#Cc1ccc([C@H]2C=C(C(=O)Nc3ccccc3)O[C@@H](OCc3ccc(CO)cc3)C2)cc1 | -66.8 | -1.5 | nt | -45.8 | nt | 0.0 | -28.3 | -19.5 | -17.1
CCOC(=O)c1cccnc1SCC(=O)N(C)c1ccccc1 | -5.2 | -1.9 | -1.6 | -14.6 | 2.2 | -2.7 | -34.3 | -6.6 | -0.7
CCOc1ccc(N2C(=O)CNC2=S)cc1 | 0.1 | -28.5 | 2.5 | 10.5 | 0.4 | -18.0 | -34.0 | -2.0 | 0.4
COc1ccc(CN2CCN(S(=O)(=O)c3ccccc3)CC2)c(OC)c1 | 7.4 | -1.2 | -8.2 | -13.4 | -5.2 | 0.2 | -25.4 | -8.2 | -0.3
Nc1scc2c(C(=O)N/N=C/c3ccc(Cl)cc3)nn(-c3ccccc3)c(=O)c12 | -12.4 | 11.4 | 5.0 | -133.4 | -6.8 | 1.3 | -5.2[20 µM] | -8.7 | -4.6
CC1Cc2ccccc2N1C(=O)CSc1nnc2c(n1)[nH]c1ccc(F)cc12 (stereo not given) | -12.3 | -3.2 | 4.1 | -86.0 | -11.7 | 0.8 | -8.5[20 µM] | -2.3 | -4.8
COc1cc(/C=N/n2cnnc2)ccc1OC(=O)c1ccncc1 | 2.7 | 0.1 | 3.5 | -20.7 | -5.3 | -0.8 | -10.7 | -1.6 | -46.9
Cc1ccccc1OCc1nnc(SCCN2CCCC2)n1-c1ccccc1 | 0.7 | -1.4 | -2.2 | -7.4 | -9.7 | -0.3 | -26.1 | -13.7 | 5.3
N/C(COc1ccc(C(=O)O)cc1)=N\O | -29.0 | -8.1 | 1.4 | -24.2 | 2.8 | 0.6 | -8.3 | -12.7 | 20.4
CCOCCCNC(=O)C1c2ccccc2C(=O)N2CCc3ccccc3C12 (stereo not given) | 4.4 | -8.0 | 2.1 | 13.7 | -3.7 | 0.8 | -11.7 | -2.0 | -32.1
C#CCn1c(=NC(=O)c2cc(Cl)sc2Cl)sc2cc(S(N)(=O)=O)ccc21 | -29.3 | -35.3 | 1.7 | -18.5 | -45.5 | -17.4 | 2.2 | -10.0 | -16.4
Cc1ccc(OCCNC(=O)c2ccccc2N)cc1 | -9.9 | -3.0 | -0.6 | -127.9 | 0.5 | -2.0 | -26.6 | -19.0 | -10.5
O=C(NCN1CCc2ccccc2C1)c1ccccc1 | -5.0 | 2.9 | 1.4 | 17.3 | -4.3 | -1.7 | -19.2 | 2.1 | 0.8
CSCCOC(=O)c1[nH]c2c(c1C)C(=O)CC(c1ccco1)C2 (stereo not given) | -13.5 | 3.0 | 1.8 | -114.8 | 0.3 | 10.0 | -25.1 | 16.2 | -1.1
COc1ccc(CCNC(=O)CSc2ccc(-c3ccccc3)nn2)cc1OC | -1.8 | 3.7 | 1.0 | 1.4 | 4.5 | 1.7 | -15.3 | 0.3 | -4.3
N#CCCC1CCCC=C1N(Cc1ccccc1)C(=O)C(Cl)Cl (stereo not given) | -13.8 | 1.9 | -3.5 | 5.9 | 1.3 | -0.3 | -4.9 | -1.5 | 1.2
NC(=O)c1ccc(-n2nnnc2SCC(=O)Nc2ccccc2-c2ccccc2)cc1 | -2.8 | 3.2 | 1.2 | 64.6* | 1.1 | 0.1 | -8.3[20 µM] | 6.9 | 3.2
CN(C)c1ccc(NC(=O)C(=O)NCCOc2ccccc2)cc1 | -3.0 | 0.4 | -2.2 | 17.1 | -12.8 | 0.0 | -19.9 | -7.8 | -0.8
COc1cc(NC(=S)NN2CCN(C)CC2)cc(OC)c1 | -9.7 | 1.3 | 3.0 | -13.0 | 3.3 | 2.0 | -17.4[20 µM] | -2.8 | -3.9
CNC(=O)c1csc(-c2cccs2)n1 | -3.4 | -1.9 | 5.3 | -12.1 | 1.1 | -1.3 | -12.7 | 0.8 | -7.0
CC(=O)Nc1ccc(NC(=O)CNS(=O)(=O)c2ccc(C)cc2)cc1 | -1.6 | -3.9 | 3.5 | 7.0 | 9.1 | -0.3 | -14.9[20 µM] | 8.3 | 5.5
CCOc1cc(/C=C2\SC(=S)N(N3CCOCC3)C2=O)ccc1O | -4.1 | -3.0 | 4.7 | -7.1 | 9.0 | -3.7 | 10.3 | -14.0 | -6.1
C=CCOC(=O)C1=C[C@H](c2cn(C(C)=O)c3ccccc23)C[C@H](OCc2ccc(CO)cc2)O1 | nt | -5.4 | 1.9 | -19.1 | -5.2 | -7.4 | -23.5 | -4.1 | -17.7
Cc1oc2c(C)c(O)ccc2c(=O)c1-c1nncn1-c1ccccc1 | -17.2 | -44.7 | -3.5 | -36.3 | -3.7 | -15.6 | -18.9 | 11.9 | -12.0
CCOc1ccccc1C(=O)N(Cc1ccccc1)Cc1cc2cc3c(cc2[nH]c1=O)OCCO3 | nt | nt | -0.3 | nt | -3.1 | nt | -27.2[20 µM] | nt | -1.7
CCN(CC)CCCNC(=O)c1nn(-c2cccc(OC)c2)c(=O)c2ccccc12 | -10.8 | 1.6 | 0.4 | -39.0 | -7.2 | 0.7 | -17.2[20 µM] | -29.4 | -3.8
CSc1cccc(NC(=S)N(Cc2ccc(C)cc2)Cc2cccnc2)c1 | -13.1 | -2.6 | 1.7 | -1.5 | -17.0 | 2.6 | -12.1 | -1.8 | 8.5
Cc1nn(Cc2ccccc2)c(=O)c2nn(-c3ccc(Cl)cc3)c(C)c12 | 1.9 | 3.8 | -2.1 | 32.3 | -3.8 | -2.3 | -9.0 | 10.2 | 1.5

Record cards, from the list above:
CCOc1ccc(N2C(=O)CNC2=S)cc1 as listed: NCF1 inh: 0.1; Runt-SMMHC FRET: -28.5; p97 ATPase inh: 2.5; m-calpain inh: 10.5; RBBP9 inh: 0.4; Runt-CBFb FRET: -18.0; Furin inhibitor: -34.0; EBV gp42 inh: -2.0; Tb hexokinase: 0.4
CSc1cccc(NC(=S)N(Cc2ccc(C)cc2)Cc2cccnc2)c1 as listed: NCF1 inh: -13.1; Runt-SMMHC FRET: -2.6; p97 ATPase inh: 1.7; m-calpain inh: -1.5; RBBP9 inh: -17.0; Runt-CBFb FRET: 2.6; Furin inhibitor: -12.1; EBV gp42 inh: -1.8; Tb hexokinase: 8.5

Further records follow.
SMILES | NCF1 inh | Runt-SMMHC FRET | p97 ATPase inh | m-calpain inh | RBBP9 inh | Runt-CBFb FRET | Furin inhibitor | EBV gp42 inh | Tb hexokinase
CSc1c(SCc2ccccc2)cnn(Cc2ccccc2)c1=O | -3.7 | 59.0* | 1.3 | 16.8 | -1.4 | 13.2 | -22.0 | -8.7 | 3.7
NC(=O)C1(N2CCCCC2)CCN(C(=O)c2ccc(C#CC3(O)CCCCC3)cc2)CC1 | 0.1 | 2.0 | -4.9 | -12.7 | -7.8 | 0.8 | -1.7[20 µM] | -0.3 | -5.3
Cc1ccc(S(=O)(=O)NCCCCCC(=O)Nc2ccccc2)cc1 | -5.1 | 2.1 | -0.3 | -0.5 | -7.4 | -0.6 | -23.8 | -5.8 | 5.7
Cc1cnc(NC(=O)CN2CCN(c3ccccn3)CC2)s1 | -10.0 | -12.2 | 1.3 | 4.4 | -1.1 | -2.1 | -4.9 | -22.4 | -0.3
Cc1ccc(CN2C(=O)CCC2C(=O)NCc2ccco2)cc1 (stereo not given) | -10.5 | -2.4 | -2.0 | 5.6 | -8.1 | 0.7 | -13.1 | 7.0 | 2.1
COc1ccc(-n2nc([N+](=O)[O-])c(=NCCc3cccc(C)c3)n2O)cc1 | -5.6 | -6.0 | 2.3 | 6.0 | -1.9 | -3.8 | -21.8 | 1.8 | -10.6

Compound activity from PubChem.
